Bioassay records from PubChem.
CD40 NFkB inh: CD40 pathway inhibition in BL2 cells; inhibition, % at 10 µM; hit rate 0.94% among 83,000; BL2 NF-kB luciferase reporter, CD40L-induced, 4 h;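 active means mean inhibition of at least 50% with a set share of replicates also reaching that level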;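 further: 0% = neutral control wells and 100% = IKK inhibitor VII at 50 µM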
* = called active by the depositor; & = joins results of further samples; [ ] = dose if it differs, or a comment.

Molecule	CD40 NFkB inh
Cc1cc(C(=O)CSc2nnc(-c3ccc(Cl)cc3)n2C)c(C)n1CC1CCCO1 (configuration not stated)	25
O=C(NCCc1ccccn1)c1cccc(S(=O)(=O)N2CCc3ccccc32)c1	5
CCc1ccccc1N1C(=O)c2cccc3c(N4CCOCC4)c([N+](=O)[O-])cc(c23)C1=O	16
N#Cc1cc2c(nc1SCc1ccncc1)CCC2	-38
N#C[C@H]1[C@@H](c2ccccc2-c2ccccc2)[C@H](CO)N1C(=O)Cc1cccnc1	-15[25 µM]
O=C(CCn1c(=O)[nH]c2ccsc2c1=O)N1CC(=O)N(CCc2ccccc2)C(=O)C1	21
CN1c2ccc(C#Cc3cccnc3)cc2[C@H]2[C@H](CCN2C(=O)C2CCCCC2)[C@H]1CO	-2[25 µM]
O=C(Nc1ccc2c(c1)oc1ccccc12)c1ccc(Br)o1	-63
COc1ccc(Cc2nnc(SC)[nH]c2=O)cc1	5
O=C(c1ccc2c(c1)OCO2)N1C[C@@H]2N[C@H](C1)C2c1ccc(/C=C/c2ccccc2)cc1 (some centres not stated)	14&-3[25 µM]

(next part)
Molecule	CD40 NFkB inh
O=C(OCC(=O)N1CCc2ccccc21)c1ccccn1	-39
Cc1ccc(S(=O)(=O)N(C)c2ccc(C(=O)NCc3ccccn3)cc2)cc1	-3
COC(=O)C1CCN(C(=O)COC(=O)CNC(=O)c2ccc(Cl)cc2Cl)CC1	5
CCc1nc2ccccc2nc1N1CCN(S(=O)(=O)c2ccccc2)CC1	2
CCC(=O)N1[C@@H]2c3ccc(-c4ccc(F)cc4)c(=O)n3C[C@H]1[C@H](CO)[C@H]2C(=O)N(C)C	4[25 µM]
CN1C(=O)C(CC(=O)O)S/C1=N\N=C\c1ccc(O)cc1O (configuration not stated)	5
c1cc2c3c(c1)c1c(n3CCNC2)CCCC1	2[25 µM]
COc1ccc(CCNC(=O)c2cc(S(=O)(=O)N3CCCCC3)ccc2Cl)cc1	-17
Cc1ccc(C(=O)Nc2ccn(Cc3ccc(F)cc3)n2)o1	-32
O=C(COc1ccc(C(=O)c2ccccc2)cc1)Nc1ncccc1O	-21

Next entries.
Molecule	CD40 NFkB inh
O=C(Cc1ccccn1)N1[C@@H](CO)[C@@H]2c3ccccc3NC[C@@H]21	0[25 µM]
O=C(O)C1C(c2ccccc2)C(C(=O)Oc2ccccc2)C1c1ccccc1 (configuration not stated)	5
Cc1cc(C)n(-c2nc3c(c(=O)n(C)c(=O)n3C)n2C)n1	6
Cc1[nH]ccc(=O)c1OCC(=O)O	9
O=C(C[C@H]1C[C@@H]2c3cc(NC(=O)NC4CCCC4)ccc3O[C@@H]2[C@H](CO)O1)NCc1ccccn1	-10
Cc1ccc(-n2cc(CNCC3CC(=O)N(C4CC4)C3)c(-c3cccc(C)c3)n2)cc1 (configuration not stated)	-25
O=C(Cc1ccc(Cl)cc1)OCC(=O)N1CCCCCC1	2
Cc1ccc(S(=O)(=O)C2C(=O)NC3(C)CC2c2ccccc2O3)cc1 (configuration not stated)	5
O=C(CC(F)(F)F)N1C[C@@H]2[C@H](c3ccccc31)[C@H](CO)N2Cc1cccnc1	17[25 µM]
c1ccc(C2Nc3ccccc3C3OCCCC23)cc1 (configuration not stated)	-2

Remaining list, next part.
Molecule	CD40 NFkB inh
CCC(=O)N1C[C@H](C)[C@@H](OC)CN(C)C(=O)c2ccc(NC(=O)CC(F)(F)F)cc2OC[C@@H]1C	-9[25 µM]
CCCCn1c(N)c(N(CCOC)C(=O)COc2ccc(C(C)=O)cc2)c(=O)[nH]c1=O	-1
O=C(CCN1CCOCC1)N1CCCC(Nc2ccc(F)cc2)C1 (configuration not stated)	3
CCNC(=O)NC(=O)C(C)OC(=O)CCCc1nc2ccccc2s1 (configuration not stated)	15
COc1ccc(NC(=O)N(C)C[C@@H]2OCc3ccccc3-c3ccccc3C(=O)N([C@H](C)CO)C[C@H]2C)cc1	-7
O=C(CCCOc1ccccc1)Nc1ccc(Cl)cn1	3
Cn1nc(-c2ccccc2)c(CN2CCN(c3ncccn3)CC2)c1Cl	6
COc1ccc(OC)c(-c2csc(NC(=O)C3CSC4(C)CCC(=O)N34)n2)c1 (configuration not stated)	3
Cc1ccc(C(=O)NCC(=O)OCCCOC(=O)CNC(=O)c2ccc(C)c(C)c2)cc1C	9
CCc1noc(C)c1C(=O)Nc1cc(Cl)ccc1-n1cncn1	2

Other records
Molecule	CD40 NFkB inh
COc1cccc(-c2ccc(C3[C@H]4CNC[C@@H]3N4C(=O)Nc3ccc(F)cc3)cc2)c1 (some centres not stated)	-7&-33
O=C(Nc1ccc2c(c1)OCO2)C1CC1(Cl)Cl (configuration not stated)	-76
O=C(COC(=O)c1cccc(O)c1)Nc1nnc(-c2ccccc2)o1	-6
O=C(NC(Cc1ccccc1)C(=O)NCc1ccccn1)c1ccco1 (configuration not stated)	-11
O=c1c2cnn(-c3ccccc3)c2ncn1CCc1ccccc1	-53
COc1ccc(Br)cc1-c1nc(C)c(C(C)=O)n1O	4
C[C@H]1CN([C@@H](C)CO)C(=O)c2cccc(NC(=O)Nc3ccc4c(c3)OCO4)c2O[C@H]1CN(C)S(=O)(=O)c1cn(C)cn1	-3
CCC(C)N(C(=O)COC(=O)C1CCN(S(=O)(=O)c2ccc(C)c(C)c2)CC1)C1CCS(=O)(=O)C1 (configuration not stated)	1
COc1ccc(-c2ccc([C@H]3[C@@H](CO)N4C(=O)CN(C(=O)Cc5ccccn5)C[C@@H]34)cc2)cc1	7[25 µM]
O=S(=O)(c1cccc2cccnc12)N1CCOCC1	11

(more compounds)
Molecule	CD40 NFkB inh
Cc1c(Cl)cccc1NC(=O)CNC(=O)C1CC(=O)N(C2CCCC2)C1 (configuration not stated)	-1
Cc1cc(OCC(=O)OCC(=O)N(C)C2CCS(=O)(=O)C2)ccc1Cl (configuration not stated)	0
CCS(=O)(=O)N1CCC2(CC1)CN[C@H](CO)c1c2c2ccc(OC)cc2n1C	9[25 µM]
Cc1ccc(Cn2ncc3c(N4CCN(Cc5ccc(Cl)cc5)CC4)ncnc32)cc1	24
COc1ccc(NC(=O)N(C)C[C@H]2OCc3cnnn3CCCC(=O)N([C@H](C)CO)C[C@H]2C)c(OC)c1	4[25 µM]
Cc1noc(C)c1CSCC(=O)N(C)CC(=O)Nc1ccc(Cl)c(C(F)(F)F)c1	3
c1ccc(C2NCCNC2c2ccccc2)cc1 (configuration not stated)	6
COc1ccc(CN(C)C[C@@H]2OCCCC[C@H](C)Oc3ccc(NC(=O)C4CCCCC4)cc3C(=O)N([C@H](C)CO)C[C@H]2C)cc1	-7[25 µM]
C=CCN(CC=C)CC(=O)Nn1c(C)ccc1C	8
CCOC(=O)C1CCN(C(=O)c2cccc(S(=O)(=O)N3CCCc4ccccc43)c2)CC1	12

In the list so far, 3 have a furan ring, fused or not.
Molecule	CD40 NFkB inh
O=C(Nc1ccc2c(c1)oc1ccccc12)c1ccc(Br)o1	-63
Cc1ccc(C(=O)Nc2ccn(Cc3ccc(F)cc3)n2)o1	-32
O=C(NC(Cc1ccccc1)C(=O)NCc1ccccn1)c1ccco1 (configuration not stated)	-11

Back to the main list, repeating the 7 entries before the break.
Molecule	CD40 NFkB inh
Cc1ccc(Cn2ncc3c(N4CCN(Cc5ccc(Cl)cc5)CC4)ncnc32)cc1	24
COc1ccc(NC(=O)N(C)C[C@H]2OCc3cnnn3CCCC(=O)N([C@H](C)CO)C[C@H]2C)c(OC)c1	4[25 µM]
Cc1noc(C)c1CSCC(=O)N(C)CC(=O)Nc1ccc(Cl)c(C(F)(F)F)c1	3
c1ccc(C2NCCNC2c2ccccc2)cc1 (configuration not stated)	6
COc1ccc(CN(C)C[C@@H]2OCCCC[C@H](C)Oc3ccc(NC(=O)C4CCCCC4)cc3C(=O)N([C@H](C)CO)C[C@H]2C)cc1	-7[25 µM]
C=CCN(CC=C)CC(=O)Nn1c(C)ccc1C	8
CCOC(=O)C1CCN(C(=O)c2cccc(S(=O)(=O)N3CCCc4ccccc43)c2)CC1	12
CN(C)CC(=O)Nc1ccc2c(c1)[C@@H]1C[C@H](CC(=O)NCc3cccc(F)c3)O[C@@H](CO)[C@@H]1O2	-8[25 µM]
COc1cccc(-c2nn(C)c3sc(C(=O)NCc4ccco4)cc23)c1	-18
CCOC(=O)C1=C(C)NC(C)=C(C(=O)OCC)C1C(=O)OCC(=O)NC(C)c1ccccc1 (configuration not stated)	-9
COc1cccc(NC(=O)c2ccccc2C(F)(F)F)c1	-1
O=C(Cc1cccs1)Nc1ccon1	2
Cn1ncnc1SCc1cn2cccnc2n1	-4
COc1ccc(NC(=O)N(C)C[C@@H]2OCc3cn(nn3)CCCC(=O)N([C@H](C)CO)C[C@@H]2C)c(OC)c1	-6[25 µM]
O=C(C[C@@H]1C[C@H]2c3cc(NC(=O)NC4CCCC4)ccc3O[C@H]2[C@H](CO)O1)NCc1ccccc1	17
c1ccc(-c2ccc(-c3ccncn3)cc2)cc1	-98
COc1ccc(NC(=O)c2nn(C34CC5CC(CC(C5)C3)C4)cc2[N+](=O)[O-])cc1	2

Further structures:
Molecule	CD40 NFkB inh
CO[C@H]1CN(C)C(=O)c2cc(NC(=O)C3CCC3)ccc2OC[C@@H](C)N(Cc2nccs2)C[C@@H]1C	-1
COCC(=O)N1CCC(Oc2ccc(C(=O)NCCCn3cccn3)cc2)CC1	4
Cc1ccc2c(C)nc(/N=C(\N)NC(=O)N3c4ccccc4Sc4ccccc43)nc2c1	16
COCCNC(=O)NC12CC3CC(CC(C3)C1)C2	5
CCOC(=O)N1CCN(C2=NC3(CCCCC3)C(C#N)C(=O)N2)CC1 (configuration not stated)	10
COc1ccc(C(=O)OCC(=O)Nc2sccc2C(N)=O)cc1[N+](=O)[O-]	0
COC(=O)c1ccc(CO/N=C/c2ccc(OC)cc2)o1	-43
Cc1ccc(C(=O)O)cc1-n1c(C)cc(C=O)c1C	12
CS(=O)(=O)N(CC(=O)NCc1ccccn1)c1ccc2c(c1)OCCO2	-2
O=C(Nc1ccc(S(=O)(=O)Nc2ncccn2)cc1)C1CC(=O)N(c2ccccc2)C1 (configuration not stated)	4

Additional records
Molecule	CD40 NFkB inh
CN(C)CCCNS(=O)(=O)c1ccc(Cl)s1	7
COc1ccc(NC(=O)CCCc2nc3ccccc3c(=O)[nH]2)cc1Cl	16
Nc1ccc2[nH]ncc2c1	-18
COc1ccc(CC(=O)NCc2nnc(SCC(=O)Nc3ncc(C)s3)n2C)cc1	6
COc1cccc(-c2noc(CCC(=O)NCCc3ccccc3)n2)c1	-13
COC(=O)CC1NCCc2cc(OC)c(OC)cc21 (configuration not stated)	7
CN(c1ccc(OCc2nnc(-c3ccccc3)o2)cc1)S(=O)(=O)c1ccccc1	3
O=C(/C=C/c1cccc(Cl)c1Cl)OCC(=O)N1CCOCC1	-30
CCOCCCNC(=O)Cn1cc2c(n1)-c1c(oc(C(=O)N3CCCC3)c1C)CC2	-1
Cc1nc(SCC(=O)NC(=O)NC(C)C)nc(C)c1C	7

Further entries follow.
Molecule	CD40 NFkB inh
CNC[C@H]1Oc2c(NS(C)(=O)=O)cccc2C(=O)N(C)C[C@H]1C	-1
COCCCNC(=O)c1ccc(N(C)S(C)(=O)=O)cc1	-3
Cc1ccc(C=NNC(=O)c2cc(-c3cccnc3)nc3ccccc23)o1	-3
Cc1nc(NCc2ccccn2)c2c3c(sc2n1)CCCC3	25
CCS(=O)(=O)c1ccc(C(=O)NC)c(Cl)c1Cl	7
COC(=O)c1cc(-c2ccc(OC)c(OC)c2)n[nH]1	-4
CC(C)NC(=O)Nc1ccc2c(c1)C(=O)N([C@H](C)CO)C[C@@H](C)[C@H](CN(C)C(=O)C1CCCCC1)OCCCC[C@@H](C)O2	-10[25 µM]
C#CCNC(=O)c1ccc(OCc2ccccc2)cc1Cl	-31
CC(C)CC(=O)Nc1ccc2oc(-c3ccncc3)nc2c1	-67
CN(C(=O)CSC1=NC2C(N=N1)c1cc(Br)ccc1N2C)C1CCCCC1 (configuration not stated)	10

(next part)
Molecule	CD40 NFkB inh
O=C(OCC(=O)N1CCN(C(=O)c2ccco2)CC1)c1ccccc1C(=O)c1ccccc1	7
CS(=O)(=O)N(Cc1ccccc1)c1ccc(C(=O)NCc2ccccc2)cc1	-2
Cc1ncc([N+](=O)[O-])n1CC(=O)NCCc1ccccc1	6
COc1ccc(S(=O)(=O)N2C[C@@H](O)COC[C@H]3O[C@@H](CC(=O)N[C@@H]4CCN(Cc5ccccc5)C4)CC[C@@H]32)cc1	-9[25 µM]
CCCCCCCCC(=O)NCc1cc(OC)c(O)cc1I	-3[25 µM]
CSc1cccc(NC(C)=O)c1	17
O=C(COC(=O)c1ccc2ncsc2c1)NC(=O)NCc1ccccc1	2
C[C@@H]1CN([C@@H](C)CO)C(=O)c2ccccc2-c2ccccc2CO[C@H]1CN(C)S(=O)(=O)c1ccc(F)cc1	-8
COC(=O)c1c(-c2ccncc2)csc1NC(=O)c1ccoc1C	-113
O=c1c(-c2ccccc2)cnc2n1CCS2	-6

Retrieved by compound from the list above (two):
Molecule	CD40 NFkB inh
O=c1c(-c2ccccc2)cnc2n1CCS2	-6
O=C(COC(=O)c1ccc2ncsc2c1)NC(=O)NCc1ccccc1	2

Additional structures follow:
Molecule	CD40 NFkB inh
Cc1cn(C2CCCCC2)c(=O)n(-c2ccccc2)c1=O	4
COc1ccc(CN(CCC(c2ccccc2)C2CCOC(C)(C)C2)C(C)=O)cc1 (configuration not stated)	-5
Cc1cccc(S(=O)(=O)N[C@@H]2CC[C@@H](CCNC(=O)Nc3cc(F)ccc3F)O[C@@H]2CO)c1	27[25 µM]
C[C@H]1CCCCO[C@@H](CN(C)C(=O)CCC(F)(F)F)[C@@H](C)CN([C@@H](C)CO)C(=O)c2cc(NC(=O)C3CCCCC3)ccc2O1	-6[25 µM]
O=C(Nc1ccccc1F)N[C@H]1CC[C@H](CCNC(=O)C2CC2)O[C@H]1CO	-3[25 µM]
CCCNC(=O)N1CC2(C1)CN(C(=O)NC1CCCC1)[C@@H](CO)c1[nH]c3cc(OC)ccc3c12	2[25 µM]
CCOC(=O)C1CSC2(CCC(c3ccccc3)CC2)N1 (configuration not stated)	2

Not all compounds are listed; rates above refer to the full screens.
